# Assay outcomes from PubChem.
# FXIa inh: factor XIa (human) inhibition | P03951 | purified FXIa, Boc-Glu-Ala-Arg-AMC fluorogenic substrate | inhibition, % at 5 µM | 0.14% of 220,000 active;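 active means inhibition of at least 40%; inactive means inhibition below 40%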;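 further: fluorescence of freed AMC excited at 355 nm; 0% = enzyme without compound and 100% = no enzyme blank; many of its hits are not listed in these tables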
# Tb hexokinase: T. brucei hexokinase 1 inhibition; 0.11% of 220,000 active; inhibition, % at 10 µM; recombinant TbHK1, G6PDH-coupled NADH A340;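 active means inhibition of 50% or more in the single-dose primary screen; inactive means inhibition below 50%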
# FXIIa inh: factor XIIa (human) inhibition; purified FXIIa, Boc-QGR-AMC fluorogenic substrate, 2 h; AID 800; 0.3% of 220,000 active; inhibition, % at 5 µM; P00748; in the data active means inhibition above about 40%;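 further: 0% = enzyme with no compound and 100% = blank without enzyme; many of its hits are not listed in these tables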
# Target sequence (P00748 20-372 limits assumed): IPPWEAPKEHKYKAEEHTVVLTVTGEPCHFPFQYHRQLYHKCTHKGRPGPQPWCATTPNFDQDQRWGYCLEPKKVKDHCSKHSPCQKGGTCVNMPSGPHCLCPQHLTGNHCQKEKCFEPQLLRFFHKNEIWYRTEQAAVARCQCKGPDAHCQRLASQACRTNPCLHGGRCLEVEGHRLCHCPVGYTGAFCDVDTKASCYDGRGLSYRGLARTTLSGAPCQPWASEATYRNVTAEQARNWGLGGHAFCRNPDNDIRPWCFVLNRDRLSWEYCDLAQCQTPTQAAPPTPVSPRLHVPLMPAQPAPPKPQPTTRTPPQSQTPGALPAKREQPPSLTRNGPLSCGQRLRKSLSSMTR
# Target sequence (P00748 373-615 limits assumed): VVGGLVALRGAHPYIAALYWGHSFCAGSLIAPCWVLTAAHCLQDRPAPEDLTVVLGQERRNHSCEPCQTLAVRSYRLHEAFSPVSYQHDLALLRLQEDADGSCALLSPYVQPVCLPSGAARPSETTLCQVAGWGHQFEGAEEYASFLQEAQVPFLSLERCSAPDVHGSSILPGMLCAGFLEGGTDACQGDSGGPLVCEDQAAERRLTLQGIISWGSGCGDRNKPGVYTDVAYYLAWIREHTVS
# EP2 antag: blocks the human prostaglandin E2 receptor EP2 | 0.52% of 260,000 active | AID 1422 | C6 glioma cells expressing human EP2, cAMP TR-FRET; cells stimulated with saturating PGE2 | inhibition, % at 25 µM;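 active means percent inhibition above 40 after rounding to a whole number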;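 further: rat C6 glioma host cells with rolipram phosphodiesterase inhibitor present; the protocol text gives 20 µM as final concentration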
# Target sequence (P43116 whole entry, looked up): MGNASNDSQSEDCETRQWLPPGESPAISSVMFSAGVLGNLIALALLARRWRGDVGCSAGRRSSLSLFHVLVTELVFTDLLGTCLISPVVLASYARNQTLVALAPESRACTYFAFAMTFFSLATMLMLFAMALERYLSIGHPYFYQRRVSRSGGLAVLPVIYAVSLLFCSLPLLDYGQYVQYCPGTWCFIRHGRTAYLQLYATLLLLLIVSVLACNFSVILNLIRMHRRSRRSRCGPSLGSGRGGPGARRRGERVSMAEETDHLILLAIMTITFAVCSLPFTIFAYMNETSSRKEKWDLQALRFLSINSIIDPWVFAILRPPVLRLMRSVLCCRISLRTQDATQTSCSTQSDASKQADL
# CHOP inhibitor: blocks CHOP induction under ER stress; CHO-K1 CHOP-promoter luciferase, tunicamycin-induced, 15-18 h; inhibition, % at 10 µM; 3.8% of 220,000 active;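 active means compounds that reduced the stress-induced luciferase reporter signal by more than about 70% of percent inhibition, limit read from the data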;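 further: 0% = tunicamycin plus vehicle and 100% = wells without tunicamycin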
# TNF death inh: inhibitors of TNF-alpha induced necroptosis in Jurkat FADD-/- cells. Jurkat FADD-/- TNF necroptosis rescue, ATP luminescence, 24 h; 0 = TNF only, 100 = no-TNF cells. activation (protection from cell death), % at 10 µM. 0.068% of 220,000 active. AID 463075;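 active means activation, meaning protection from cell death, of at least 50% relative to plate controls; inactive means activation below 50%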;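 further: necroptosis triggered by 40 ng/mL TNF-alpha added together with compound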
# PPC-1+TRAIL kill: kills PPC-1 cancer cells in the presence of TRAIL; AID 1443; 0.41% of 220,000 active; PPC-1 cells + TRAIL, ATPLite viability luminescence; cell killing (% activity), % at 4 µM;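 active means cell killing above 50% in the first pass at 4 µM, then a duplicate retest at 5 µM averaging 50% or more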;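 further: plate controls were cells with TRAIL plus DMSO for no effect and medium-only wells lacking cells for full effect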
# L929 necroptosis: blocks zVAD induced death of L929 cells; L929 zVAD necroptosis rescue, ATP luminescence, 24 h; with zVAD 60 µM; viability rescue, % at 10 µM; 0.38% of 220,000 active; AID 1377;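 active means activation, scaled between plate controls, above about 75%, limit read from the data; inactive means activation under that limit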;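 further: 0% = zVAD with DMSO and 100% = DMSO alone without zVAD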
# Wee1 stabilizer: inhibitors of human Wee1 degradation | P30291 | 1.2% of 220,000 active | HeLa Luc-Wee1K328M stability, luciferase luminescence; 100% = proteasome inhibitor MG132 effect | reporter increase, % at 5 µM;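 active means activation above the mean of all tested compounds plus 3 SD, set per screening run, cut at about 8.8% in these data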;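 further: cells exposed to compound for 20 h before luminescence read; 0% = DMSO alone and 100% = MG132 at 30 µM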
# * marks the source's active call; other numbers are inactive results; nt = not tested or not shown; & = joins results of further samples.
SMILES,FXIa inh,Tb hexokinase,FXIIa inh,EP2 antag,CHOP inhibitor,TNF death inh,PPC-1+TRAIL kill,L929 necroptosis,Wee1 stabilizer
CC(CNc1ccccc1O)C(=O)O (stereo not given),0,22,5,2,7,3.3,26,0.3,-2
COCCNCCCCOc1c(Cl)cc(C)cc1Br,6,7,16,7,5,-6.7,-8,0.2,0
O=C(NCc1ccc(Cl)cc1)c1ccc2nc[nH]c2c1,-1,36,-3,9,14,0.8,23,0.1,-2
O=C1CSC(c2ccccn2)N1c1cccc(Cl)c1 (stereo not given),-4,7,5,8,4,-0.1,-6,-0.6,9
CCn1cc(C(=O)NCCCN2CCCCCC2)c(=O)c2cc(S(=O)(=O)N3CCc4ccccc4C3)ccc21,0,-11,13,4,14,-12,7,-0.9,-1
CCCCNC(=O)Cn1c(=O)oc2cc(S(=O)(=O)N3CC(C)CC(C)C3)ccc21 (stereo not given),-6,-3,6,10,94*,0.7,15,0.4,1
Cc1cccc(C)c1NC(=S)N(CCN(C)C)C(C)c1ccccn1 (stereo not given),-3,-45,3,6,12,0.1,2,-0.5,1
O=C(c1cc(-c2ccccc2)on1)N1CCc2ccccc2C1,-4,1,6,4,-3,-0.6,18,6.7,-1
CCOC(=O)CSC1=C(C#N)C(c2ccccc2C)C2=C(CCCC2=O)N1 (stereo not given),-3,-6,2,7,-22,-3.9,19,-0.1,-1
CCCn1c(CN(Cc2ccccc2)Cc2ccccc2)nc2c1c(=O)n(C)c(=O)n2C,3,3,12,15,92*,-0.7,24,-0.1,4
O=C(CCc1nnc(Cc2ccc(-c3ccccc3)cc2)o1)NCC1CC1,-1,2,7,8,13,1.7,9,0.9,4
CCS(=O)(=O)N1CCN(S(=O)(=O)c2ccccc2[N+](=O)[O-])CC1,-1,-1,0,6,15,1.9,36,1.1,-4
CCC(C(=O)OCC(=O)NC(=O)NC(C)(C)C)c1ccccc1 (stereo not given),-1,3,6,3,76*,0.0,14,2.2,-4
Cc1ccc(N2CC(C(=O)OCc3ccccc3)CC2=O)cc1 (stereo not given),-3,5,13,17,13,0.6,2,0.1,-2
Cn1nc(C(=O)NC(C)(C)C)c2ccccc21,5,8,11,5,8,-0.2,9,0.0,-2
COc1ccc(NC(=O)Cc2c(O)c3ccccc3[nH]c2=O)cc1,9,0,8,8,29,-1.6,11,0.2,-2
Cc1cn2c(-c3cccnc3)nnc2s1,3,-5,4,5,37,-1.0,8,-0.1,0
CC(=O)c1cc2cc(O)ccc2o1,-5,-22,-47,8,5,0.1,14,-0.3,1
Cc1ccc(C)c(NC(=O)CSc2nnc(-c3ccccc3C)o2)c1,-1,25,16,7,49,3.0,19,-0.2,-3
CC(C)(/C=N/O)/[N+]([O-])=C/c1ccccc1,2,-7,8,7,-3,0.5,7,0.3,1
CCOC(=O)c1c(C)[nH]c(C)c1C(=O)COC(=O)c1cc(OC)cc(OC)c1,2,3,13,6,2,-3.0,12,-0.4,-2
CCCCn1nnnc1SCC(=O)N1CCN(C(=O)c2ccco2)CC1,0,-4,-7,13,21,0.1,4,-0.2,-3
COc1cccc(/C=N/NC(=O)CCCc2ccc(OC)c(C)c2)c1,-3,-1,-4,11,52,2.2,3,0.5,1
N#C/C(=N\Nc1ccc(Cl)cc1)C(N)=S,-1,-20,4,7,24,-6.0,8,0.8,-1
Cc1c(-c2c(C#N)c(N)nc3c2CCCCCC3)cnn1C,1,-19,4,16,14,-1.7,3,0.3,-1
COc1cc(/C=C(\NC(=O)c2ccccc2)C(=O)Nc2cccc(O)c2)c([N+](=O)[O-])cc1OC,6,-23,16,24,3,-2.7,8,0.0,-2
Cc1ccc(CC(=O)Nc2nc3ccccc3s2)cc1,-8,-1,7,16,33,4.8,27,0.4,1
CC(=O)NS(=O)(=O)c1ccc(N=c2ssc3c2-c2ccc(C)cc2NC3(C)C)cc1,15,-10,12,3,-3,2.7,19,3.9,0
COc1cc(/C=N/N=C/c2cc(OC)c(O)c(OC)c2)cc(OC)c1O,5,-17,7,5,10,1.1,11,1.9,0
COc1ccc(OC)c(NC(=S)NN2CCOCC2)c1,-4,-6,6,17,-4,-2.5,6,-0.3,0
Cc1ccc(NC(=O)CSc2nnc(N)s2)c([N+](=O)[O-])c1,-6,8,4,7,5,-0.3,0,1.1,3
CCCCOC(=O)Nc1cc(OC)c(Cl)cc1OC,5,-1,16,6,66,2.3,10,0.3,0
CC(C)C1CC(CCNCc2ccc3c(c2)OCO3)(c2ccccc2)CCO1 (stereo not given),-2,4,7,3,29,1.7,5,-0.7,-1
NC(=O)c1oc2ccccc2c1NC(=O)c1ccco1,3,-3,8,21,-5,-0.5,17,46,3
Clc1ccccc1/C=C/c1nc(-c2cccnc2)no1,-1,-13,4,9,19,4.6,14,2.6,-1
N#Cc1cn(CCOC(=O)c2cccc(C(F)(F)F)c2)c(=O)[nH]c1=O,-2,-3,5,8,17,0.6,11,0.9,0
COc1ccccc1Nc1nnc(SCC(=O)N2CCCC2)s1,-16,-9,12,5,39,-3.3,5,-0.2,-2
Cc1ccc(NC(=O)CC(C)N2CCCC2)cc1 (stereo not given),0,43,14,21,10,0.2,-3,-0.6,3
Cc1ccc(NC(=O)COC(=O)CNC(=O)c2ccc3ccccc3c2)c([N+](=O)[O-])c1,-4,-2,-6,7,-2,1.7,-2,0.6,-3
COc1ccc(-c2c(C#N)c(N)nc(Sc3ccc(Cl)cc3)c2C#N)cc1,7,-17,10,11,74*,-0.2,0,1.3,-2
CCOC(=O)c1ccc(NC(=O)NCc2ccc(OC)cc2)cc1,-4,-6,1,1,-29,1.8,21,2.8,6
O=C(CCOc1ccccc1)Nc1cccc([N+](=O)[O-])c1,4,-2,8,6,8,1.3,24,0.4,-5
CCN1CCCc2cc(CN(CCN3CCOCC3)C(=S)Nc3ccc(OC)c(Cl)c3)ccc21,-7,-2,10,12,8,-7.6,27,-0.7,10*
Brc1ccc(N=C/C=C/C=C/Nc2ccc(Br)cc2)cc1,10,1,20,6,-20,-2.1,-3,0.2,-4
Cc1ccccc1NC(=O)c1ccc(NC(=O)C2CC(=O)OC23CCCCC3)cc1 (stereo not given),31,6,17,17,4,-0.9,15,-1.1,1
COc1ccc([N+](=O)[O-])cc1NC(=O)Cc1noc2ccc(C)cc12,-1,-5,8,9,17,0.1,8,0.6,1
C/C(=C\C(=O)c1ncc(C(F)(F)F)cc1Cl)N(C)C,2,-41,12,2,-16,-0.5,14,-0.4,0
COc1ccc(CNC(=O)c2cccc(C)c2[N+](=O)[O-])cc1,-16,-6,12,10,-2,1.4,12,0.0,2

# Compound profiles, from the list above. Order of screens: FXIa inh	Tb hexokinase	FXIIa inh	EP2 antag	CHOP inhibitor	TNF death inh	PPC-1+TRAIL kill	L929 necroptosis	Wee1 stabilizer
# Profile of COc1ccccc1Nc1nnc(SCC(=O)N2CCCC2)s1 → -16	-9	12	5	39	-3.3	5	-0.2	-2
# Profile of Brc1ccc(N=C/C=C/C=C/Nc2ccc(Br)cc2)cc1 → 10	1	20	6	-20	-2.1	-3	0.2	-4

# Other compounds:
SMILES,FXIa inh,Tb hexokinase,FXIIa inh,EP2 antag,CHOP inhibitor,TNF death inh,PPC-1+TRAIL kill,L929 necroptosis,Wee1 stabilizer
CC(C)(C)c1cc(C(=O)NNc2cccc(Cl)c2)n(Cc2ccccc2)n1,-5,16,0,16,13,-6.1,9,0.0,2
CN(CCc1ccccn1)C(=O)CCc1nnc(CCCc2ccccc2)o1,-2,0,5,8,8,0.5,0,-0.8,-3
O=C(CN1C(=O)c2ccccc2C1=O)N1CCN(C2c3ccccc3-c3ccccc32)CC1,11,7,15,15,33,1.5,-18,0.6,0
CC1(C)CC2CC(C)(CN2c2ncnc3ccccc23)C1 (stereo not given),-4,-5,-3,2,45,-5.2,9,-0.7,1
Cc1ccccc1OCC(O)Cn1c(NCc2ccccc2)nc2c1c(=O)[nH]c(=O)n2C (stereo not given),2,-6,8,7,18,-1.0,3,0.2,2
COc1ccc(Oc2c(O)c3ccccc3n(C)c2=O)cc1,-7,2,13,11,26,0.5,9,-0.1,-2
Cc1cccc(-c2csc(N)c2C(=O)OC(C)C)c1,5,-9,13,9,74*,-2.6,30,-0.2,4
C=CCN=Cc1sc2ccc(OCC)cc2c1O,4,-22,11,10,8,0.0,19,2.5,4
c1ccc2nc(N3CCCC3)c(N3CCCC3)nc2c1,-7,1,7,11&20,49,-2.6,6,0.5,2
Cc1ccc(NC(=O)COC(=O)c2ccnn2C)cc1,-2,-3,7,6,19,2.1,24,2.5,-3
Cc1cccc(NC(=O)C2CCN(S(=O)(=O)c3cccc4cccnc34)CC2)c1,4,1,8,20,36,-3.8,34,0.8,nt
O=C(c1cc2cc(Cl)ccc2oc1=O)N1CCCC1,7,-5,6,23,2,-1.6,2,0.3,-1
O=C1C=C(NCc2ccccc2)c2ccccc2C1=O,2,-11,11,11,-9,-9.6,11,24,0
CCOC(=O)c1ccc(COC(=O)c2cc(=O)[nH]c3ccccc23)o1,-5,-8,-8,13,8,-0.4,-12,1.2,-1
CC(C)(C)c1ccc(/C=C/C(=O)c2ccc(NC3=NCCCS3)cc2)cc1,-9,-5,6,10,-1,-7.4,-12,2.0,2
Fc1ccccc1N1CCN(CC2CC3C=CC2C3)CC1 (stereo not given),4,-4,12,3,-1,1.1,0,-0.4,-1
COC(=O)c1ccc2c(c1)N(Cc1cc(C)ccc1C)C(=O)c1ccccc1S2=O (stereo not given),9,-4,15,13,1,-0.6,14,nt,-2
Cc1c(C(=O)Nc2ccccc2C(=O)N2CCOCC2)cccc1[N+](=O)[O-],5,13,14,7,-23,1.3,-1,0.5,-1
Cc1cc(C)c(C(=O)c2ccc(C(=O)N(C(C)C)C(C)C)cc2)c(C)c1,-3,-5,9,3,94*,0.4,-12,1.0,-2
N#Cc1cncc(-c2ccc3c(c2)OCCOCCOCCOCCOCCO3)n1,8,-32,20,19,42,6.1,8,8.9,1
CS(=O)(=O)c1ccc(C(=O)OCC(=O)NC(=O)C2CCCCC2)cc1[N+](=O)[O-],10,-3,10,23,97*,-5.4,9,2.1,0
CC1CCC/C(=C\Nc2ccc(C(=O)O)cc2)C1=O (stereo not given),4,-42,14,2,-3,-0.3,3,-0.1,-1
O=C(CCCSc1nc2ccccc2[nH]1)NCc1ccccc1Cl,7,-5,13,5,17,1.2,3,0.8,-1
Cc1ccc(-n2c(C)cc(C)c(C#N)c2=O)cc1,-11,-35,-14,22,-1,0.6,12,0.9,0
COc1ccc(C(=O)O)cc1Nc1cc(C)nc2ncnn12,-3,0,4,11,19,0.8,-15,1.3,-2
O=C(CC(C(=O)O)N1CCOCC1)Nc1ccc(Cl)cc1 (stereo not given),-10,-1,-11,6,-13,0.0,11,-0.2,0
COc1ccccc1NC(=O)COc1ccc(Br)cc1CNC1CCCC1,-2,-2,-1,11,2,5.5,19,-0.3,0
COCCNc1ccc([N+](=O)[O-])cc1C(=O)Nc1cccc(C)n1,-6,-21,1,10,2,-0.4,6,0.9,7
Cc1[nH]c2ccccc2c1SCC(=O)O,0,6,10,16,-13,-0.5,9,-0.9,0
Cc1sc2c(c1C)CN(C1CC(C)(C)NC(C)(C)C1)CN2C(=O)c1ccco1,-19,-8,-1,nt,17,0.3,-6,-0.1,1
COc1cccc(CNCCOCCO)c1OC,6,-3,9,8,-5,-0.5,4,-0.7,0
COc1ccc(S(=O)(=O)N2CCCCC2)cc1NC(=S)Nc1ccccc1,5,32,12,11,2,0.9,10,2.6,1
C=CCn1c(SCC(=O)Nc2ccccc2OC)nnc1-c1ccco1,-5,3,-2,4,24,-1.4,-19,-0.3,-1

# The list is partial; count on the stated rates, not on these rows.
